Pf apPOL inh: Pf-apPOL inhibitors, biochemical, fluorescence. 210,000 tested, 0.25% active. AID 1794808, 2022. Plasmodium falciparum apicoplast DNA polymerase (apPOL). Recombinant Pf-apPOL, molecular beacon fluorescence, 1.5 h. inhibition, % at 10 µM
mHTT-CaM PPI inh: mutant huntingtin-calmodulin interaction inhibitors – biochemical, AlphaScreen, primary screen. P42858. AlphaScreen His-mHTT/GST-CaM binding, luminescence. inhibition, % at 15 µM. 190,000 tested, 3.6% active;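 further: 0% = both proteins with DMSO and 100% = one protein alone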
Target sequence (P42858 whole entry, looked up, stated change not applied): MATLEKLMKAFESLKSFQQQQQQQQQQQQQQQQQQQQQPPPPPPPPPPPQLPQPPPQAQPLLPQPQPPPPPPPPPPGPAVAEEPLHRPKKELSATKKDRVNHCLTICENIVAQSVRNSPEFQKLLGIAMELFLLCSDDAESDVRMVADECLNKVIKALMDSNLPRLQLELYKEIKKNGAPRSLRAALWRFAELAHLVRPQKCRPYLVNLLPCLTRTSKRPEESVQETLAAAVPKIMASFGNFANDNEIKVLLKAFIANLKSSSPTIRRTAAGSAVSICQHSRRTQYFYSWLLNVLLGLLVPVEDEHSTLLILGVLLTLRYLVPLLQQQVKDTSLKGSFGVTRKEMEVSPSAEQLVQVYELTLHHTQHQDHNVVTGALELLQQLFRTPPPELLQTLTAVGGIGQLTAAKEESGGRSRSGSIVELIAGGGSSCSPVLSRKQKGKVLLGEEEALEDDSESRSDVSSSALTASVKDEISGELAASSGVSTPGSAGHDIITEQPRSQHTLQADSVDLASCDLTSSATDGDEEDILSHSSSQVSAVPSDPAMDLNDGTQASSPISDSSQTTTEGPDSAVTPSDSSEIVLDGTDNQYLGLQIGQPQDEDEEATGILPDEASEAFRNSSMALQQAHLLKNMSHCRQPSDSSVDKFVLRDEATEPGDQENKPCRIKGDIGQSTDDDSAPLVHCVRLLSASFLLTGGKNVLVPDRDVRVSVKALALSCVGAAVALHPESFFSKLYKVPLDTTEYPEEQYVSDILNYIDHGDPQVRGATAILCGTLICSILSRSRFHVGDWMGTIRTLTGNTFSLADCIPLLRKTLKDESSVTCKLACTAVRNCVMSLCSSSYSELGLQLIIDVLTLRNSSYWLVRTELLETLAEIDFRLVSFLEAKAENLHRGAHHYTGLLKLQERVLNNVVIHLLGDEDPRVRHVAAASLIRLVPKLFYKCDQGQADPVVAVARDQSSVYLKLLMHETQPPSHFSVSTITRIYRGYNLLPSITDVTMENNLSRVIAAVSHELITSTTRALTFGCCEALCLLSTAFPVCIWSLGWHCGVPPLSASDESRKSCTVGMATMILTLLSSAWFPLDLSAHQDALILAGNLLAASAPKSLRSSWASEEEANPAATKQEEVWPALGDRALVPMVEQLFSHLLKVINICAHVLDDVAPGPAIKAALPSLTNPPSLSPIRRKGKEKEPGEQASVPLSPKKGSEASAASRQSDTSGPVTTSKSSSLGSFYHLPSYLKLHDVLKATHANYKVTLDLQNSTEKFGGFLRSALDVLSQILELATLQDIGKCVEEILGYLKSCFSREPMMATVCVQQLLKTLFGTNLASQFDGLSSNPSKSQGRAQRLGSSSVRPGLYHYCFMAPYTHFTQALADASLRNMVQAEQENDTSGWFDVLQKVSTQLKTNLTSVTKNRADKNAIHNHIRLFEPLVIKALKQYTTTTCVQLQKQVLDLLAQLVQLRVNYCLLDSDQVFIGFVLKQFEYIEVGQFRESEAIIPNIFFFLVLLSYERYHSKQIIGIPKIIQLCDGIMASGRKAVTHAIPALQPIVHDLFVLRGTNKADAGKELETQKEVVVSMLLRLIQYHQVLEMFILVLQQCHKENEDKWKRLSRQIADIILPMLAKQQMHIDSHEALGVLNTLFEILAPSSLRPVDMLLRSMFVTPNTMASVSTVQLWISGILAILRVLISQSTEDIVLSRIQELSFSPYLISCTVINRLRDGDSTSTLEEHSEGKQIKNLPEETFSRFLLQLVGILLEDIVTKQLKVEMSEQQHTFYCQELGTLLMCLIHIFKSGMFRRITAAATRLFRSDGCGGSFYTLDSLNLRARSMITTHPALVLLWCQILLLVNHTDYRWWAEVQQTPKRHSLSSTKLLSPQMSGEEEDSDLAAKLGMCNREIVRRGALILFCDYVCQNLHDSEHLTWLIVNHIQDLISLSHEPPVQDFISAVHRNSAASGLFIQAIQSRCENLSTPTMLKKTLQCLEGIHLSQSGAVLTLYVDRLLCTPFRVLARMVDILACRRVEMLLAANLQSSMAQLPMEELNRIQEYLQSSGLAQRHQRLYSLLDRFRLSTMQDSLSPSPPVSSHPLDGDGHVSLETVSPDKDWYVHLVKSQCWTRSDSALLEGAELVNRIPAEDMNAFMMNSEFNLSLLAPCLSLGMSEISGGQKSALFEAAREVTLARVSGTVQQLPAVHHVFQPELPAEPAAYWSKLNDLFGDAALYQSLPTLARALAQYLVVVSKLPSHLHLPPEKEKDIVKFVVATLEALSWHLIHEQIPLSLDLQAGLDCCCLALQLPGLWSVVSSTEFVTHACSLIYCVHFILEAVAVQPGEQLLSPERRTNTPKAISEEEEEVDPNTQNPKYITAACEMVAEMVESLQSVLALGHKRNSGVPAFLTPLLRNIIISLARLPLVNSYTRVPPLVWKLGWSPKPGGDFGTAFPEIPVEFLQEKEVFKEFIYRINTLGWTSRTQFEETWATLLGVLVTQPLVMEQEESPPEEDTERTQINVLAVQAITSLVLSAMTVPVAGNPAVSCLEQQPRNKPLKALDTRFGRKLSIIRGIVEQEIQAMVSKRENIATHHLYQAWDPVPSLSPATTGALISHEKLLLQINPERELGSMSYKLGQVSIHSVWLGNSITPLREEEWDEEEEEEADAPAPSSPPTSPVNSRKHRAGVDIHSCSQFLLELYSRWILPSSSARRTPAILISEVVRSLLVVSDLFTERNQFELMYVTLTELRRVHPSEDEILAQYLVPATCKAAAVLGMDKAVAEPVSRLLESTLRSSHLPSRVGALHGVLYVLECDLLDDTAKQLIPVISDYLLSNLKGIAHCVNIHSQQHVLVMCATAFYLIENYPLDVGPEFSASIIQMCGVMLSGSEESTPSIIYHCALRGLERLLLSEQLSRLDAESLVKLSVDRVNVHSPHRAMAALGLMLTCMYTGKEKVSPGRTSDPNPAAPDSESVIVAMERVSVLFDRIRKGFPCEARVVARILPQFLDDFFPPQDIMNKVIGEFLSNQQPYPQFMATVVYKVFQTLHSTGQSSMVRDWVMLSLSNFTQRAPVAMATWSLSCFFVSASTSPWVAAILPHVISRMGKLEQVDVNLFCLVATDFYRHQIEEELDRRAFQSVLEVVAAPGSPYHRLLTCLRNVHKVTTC
Numbers without * were called inactive; & = joins results of further samples. No stated cut-off is given here; in the data, active means inhibition above about 50%; inactive means the rest. Hits appear at their usual frequency; any-hit rate near 3.7%.

What do the screens show for `COc1ccccc1NC(NC(=O)c1ccccc1C)C(Cl)(Cl)Cl` (configuration not stated)?
Pf apPOL inh: -5; mHTT-CaM PPI inh: 8

Results for COc1cc(/C=C2\CC/C(=C\c3ccc(O)c(OC)c3)C2=O)ccc1O ?
Pf apPOL inh: -3; mHTT-CaM PPI inh: 61*

How did O=C(O)C(Cc1ccc(O)cc1)N1CCS(=O)(=O)CC1 (configuration not stated) do in these assays?
Pf apPOL inh: 8

How did COCCN=C1Nc2ccccc2NC12CCCN(C(=O)c1ccccn1)C2 (configuration not stated) do in these assays?
Pf apPOL inh: -6; mHTT-CaM PPI inh: 5

What do the screens show for `COc1cc(NC(=O)c2ccccc2)c(OC)cc1NC(C)=O`?
Pf apPOL inh: -12; mHTT-CaM PPI inh: 6

What do the screens show for `COc1ccc(OC)c(NS(=O)(=O)c2nc3nc(C)cc(C)n3n2)c1`?
Pf apPOL inh: -3; mHTT-CaM PPI inh: -1

What do the screens show for `CN(C)CCNC(=O)C1CCc2sc(C(=O)N3CCCCCC3)cc2C1` (configuration not stated)?
Pf apPOL inh: -4; mHTT-CaM PPI inh: 1

How did Cc1cccc(-c2nnc(C)c(N3CCCCCC3)n2)c1 do in these assays?
Pf apPOL inh: -4; mHTT-CaM PPI inh: -3

Results for O=C1CC(C(F)(F)F)=NC(Sc2c(-c3ccccc3)c3cc([N+](=O)[O-])ccc3[nH]c2=O)=N1 ?
Pf apPOL inh: -5; mHTT-CaM PPI inh: 20

Results for CC1C(=O)N(c2ccc(F)cc2)CCN1C(=O)c1ccc(Cl)cc1Cl (configuration not stated) ?
Pf apPOL inh: -7; mHTT-CaM PPI inh: 0

How did CC1=C(C(=O)Nc2ccccn2)C(c2ccccc2)C2=C(CC(C)(C)CC2=O)N1 (configuration not stated) do in these assays?
Pf apPOL inh: -2; mHTT-CaM PPI inh: 3

How did Cc1ccc(S(=O)(=O)N2CCC(n3cnc4ccc(F)cc4c3=O)CC2)cc1F do in these assays?
Pf apPOL inh: -3; mHTT-CaM PPI inh: -6

How did N#Cc1ccccc1NC(=O)CCCS(=O)(=O)c1ccccc1 do in these assays?
Pf apPOL inh: -8; mHTT-CaM PPI inh: -21

How did N=c1oc2ccc(Br)cc2cc1C(=O)Nc1cccc(C(F)(F)F)c1 do in these assays?
Pf apPOL inh: -7; mHTT-CaM PPI inh: 5

Results for COc1ccc(C2CC(c3ccc(Br)cc3)=NN2C(=O)CCN2CCOCC2)cc1 (configuration not stated) ?
Pf apPOL inh: -8; mHTT-CaM PPI inh: 66*

Results for O=C(O)c1ccc(CN2C(=O)c3ccc(C(=O)c4ccc(C(=O)O)cc4)cc3C2=O)cc1 ?
Pf apPOL inh: -1; mHTT-CaM PPI inh: 8

How did COc1ccccc1NC(=O)N1CCN(c2cc(N3CCCCC3)ncn2)CC1 do in these assays?
Pf apPOL inh: -8; mHTT-CaM PPI inh: 2

How did COc1ccc(/C=C2/C(=N)N3N=C(C(C)C)SC3=NC2=O)cc1OC do in these assays?
Pf apPOL inh: 1; mHTT-CaM PPI inh: 5

Results for CC(C)n1cnnc1C1CCN(C(=O)c2ccccn2)CC1 ?
Pf apPOL inh: 0; mHTT-CaM PPI inh: -8

Results for Cc1ccc(S(=O)(=O)N(CC(O)CN2C(=O)NC(C)(C)C2=O)c2cccc([N+](=O)[O-])c2)cc1 (configuration not stated) ?
Pf apPOL inh: 10; mHTT-CaM PPI inh: 8

How did CCc1noc(COC2CCCN(S(C)(=O)=O)C2)n1 (configuration not stated) do in these assays?
Pf apPOL inh: -3; mHTT-CaM PPI inh: -10

How did CC(C)CNS(=O)(=O)C1CON(C)C1c1ccc(C(C)C)cc1 (configuration not stated) do in these assays?
Pf apPOL inh: -2; mHTT-CaM PPI inh: 6

Results for CCC(C)Sc1nc(O)cc(=O)n1-c1ccccc1 (configuration not stated) ?
Pf apPOL inh: -2; mHTT-CaM PPI inh: -9

What do the screens show for `CCN1c2cc(C)ccc2-n2cccc2C12CCN(C(=O)Nc1ccc(F)cc1)CC2`?
Pf apPOL inh: -8; mHTT-CaM PPI inh: 48

How did Cc1nccn1-c1ccc(=O)n(CCNC(=O)c2ccc3nsnc3c2)n1 do in these assays?
Pf apPOL inh: 2; mHTT-CaM PPI inh: 2

What do the screens show for `O=C(Nc1ccc(O)c(-c2nc3ccccc3s2)c1)c1ccccc1[N+](=O)[O-]`?
Pf apPOL inh: 0; mHTT-CaM PPI inh: 26

Results for COc1ccc(OC)c(/C=C2\N=C(c3ccccc3[N+](=O)[O-])OC2=O)c1 ?
Pf apPOL inh: -2; mHTT-CaM PPI inh: 1

How did Cc1oc(C2CCN(C(=O)c3cccs3)CC2)nc1C(=O)N(C)C do in these assays?
Pf apPOL inh: -5; mHTT-CaM PPI inh: -2

What do the screens show for `O=C(NC1CCCCC1)C(c1cc2c(cc1[N+](=O)[O-])OCO2)N1CCCCC1` (configuration not stated)?
Pf apPOL inh: 2; mHTT-CaM PPI inh: 7

What do the screens show for `CC(C)N1CCN(C(=O)C2CCc3sc(C(=O)N4CCCCCC4)cc3C2)CC1` (configuration not stated)?
Pf apPOL inh: -2; mHTT-CaM PPI inh: 1

How did CC(=O)CSc1nc(-c2cccs2)cc(C(F)(F)F)c1C#N do in these assays?
Pf apPOL inh: -3; mHTT-CaM PPI inh: -5

How did Cc1ccc(N2CCCS2(=O)=O)cc1NC(=O)c1cnn(-c2ccccc2)n1 do in these assays?
Pf apPOL inh: -3; mHTT-CaM PPI inh: -2

What do the screens show for `COCc1cc(=O)[nH]c(SCC(=O)Nc2ccc(Cl)cc2Cl)n1`?
Pf apPOL inh: -4; mHTT-CaM PPI inh: 0

Results for CC(C)c1ccc(NC(=O)c2cnccn2)cc1 ?
Pf apPOL inh: -9; mHTT-CaM PPI inh: 19

Results for CC1CN(C(=O)Nc2ccc(F)cc2F)CC1c1nc(-c2cccnc2)no1 (configuration not stated) ?
Pf apPOL inh: 2; mHTT-CaM PPI inh: 4

Results for Cn1c(=O)c2[nH]cnc2n(C)c1=O ?
Pf apPOL inh: 2; mHTT-CaM PPI inh: -2&-6

How did O=C(Nc1cccc(Cl)c1)c1ccc(N2CCOCC2)c([N+](=O)[O-])c1 do in these assays?
Pf apPOL inh: 5; mHTT-CaM PPI inh: 2

Results for COc1ccccc1N1CCN(C(=O)CSc2ncnc3ccccc23)CC1 ?
Pf apPOL inh: 0; mHTT-CaM PPI inh: -12

Results for COc1ccc(NC2=CC(=O)CC(c3ccccc3)C2)c(OC)c1 (configuration not stated) ?
Pf apPOL inh: 5; mHTT-CaM PPI inh: 10

Results for Cc1ccc(C(=O)Nc2ccc(Br)cc2C)c(Cl)c1 ?
Pf apPOL inh: 1; mHTT-CaM PPI inh: -5

What do the screens show for `COc1cc(-c2nc(C=Nc3cccc(Cl)c3C)c(O)o2)cc(OC)c1OC`?
Pf apPOL inh: 0; mHTT-CaM PPI inh: 8

How did C=C(C)c1cccc(C(C)(C)NC(=O)CC(C)=O)c1 do in these assays?
Pf apPOL inh: 1

What do the screens show for `CN(C)Cc1c(O)ccc2cc(-c3nc4ccccc4n3C)c(=O)oc12`?
Pf apPOL inh: 0; mHTT-CaM PPI inh: 2

Results for O=C(c1n[nH]c2ccccc12)N1CCCC2(C1)Nc1ccccc1NC2=NC1CCCC1 (configuration not stated) ?
Pf apPOL inh: -3; mHTT-CaM PPI inh: 13

Results for Cc1ccccc1NS(=O)(=O)c1cc(C(=O)Nc2ccccc2)ccc1Br ?
Pf apPOL inh: 4; mHTT-CaM PPI inh: 5

How did O=C(Nc1ccc(F)cc1)C1CC(=O)N(Cc2ccco2)C1 (configuration not stated) do in these assays?
Pf apPOL inh: -12

How did CCC1CCC(NCc2ccc(F)cc2)CC1 (configuration not stated) do in these assays?
Pf apPOL inh: 0; mHTT-CaM PPI inh: -13

What do the screens show for `CCOc1ccc(N(CC(=O)Nc2cccc(F)c2)S(C)(=O)=O)cc1`?
Pf apPOL inh: 2; mHTT-CaM PPI inh: -7

How did Cc1cc2nc(-c3ccc(Cl)c(NC(=O)c4ccccc4[N+](=O)[O-])c3)oc2cc1C do in these assays?
Pf apPOL inh: -16; mHTT-CaM PPI inh: 5

How did Cc1nc2sc(-c3ccccc3)cc2c(=O)[nH]1 do in these assays?
Pf apPOL inh: 6; mHTT-CaM PPI inh: 0

Results for CC(C)N(Cc1ccccc1)C(=O)c1ccc([N+](=O)[O-])cc1 ?
Pf apPOL inh: -1; mHTT-CaM PPI inh: 4

How did Cc1c(C)n(CC(O)CNc2ccc(Br)cc2)c2ccccc12 (configuration not stated) do in these assays?
Pf apPOL inh: 6; mHTT-CaM PPI inh: 100*

What do the screens show for `Cc1ccc(OCC(=O)n2nc(C)cc2C)c(Br)c1`?
Pf apPOL inh: 1; mHTT-CaM PPI inh: 0

What do the screens show for `O=C1CN(Cc2ccccc2)S(=O)(=O)c2ccccc21`?
Pf apPOL inh: -1; mHTT-CaM PPI inh: 4

What do the screens show for `COc1cccc(N=Cc2[nH]c3ccc(Br)c(Cl)c3c2O)c1`?
Pf apPOL inh: 2; mHTT-CaM PPI inh: 14

How did CSc1cnn(-c2ccccc2)c(=O)c1SC do in these assays?
Pf apPOL inh: -8; mHTT-CaM PPI inh: -2

How did COc1cc(/C=C2/N=C(C3CCCCC3)OC2=O)cc(OC)c1OC do in these assays?
Pf apPOL inh: -4; mHTT-CaM PPI inh: 9

Results for CC(=O)NC1=NC(=O)/C(=C\c2ccc(F)cc2F)S1 ?
Pf apPOL inh: 8; mHTT-CaM PPI inh: -1

What do the screens show for `Cn1nc(-c2nc(Cc3ccccc3)no2)c2c1CCN(C(=O)c1ccc(C#N)cc1)C2`?
Pf apPOL inh: -2; mHTT-CaM PPI inh: 5

What do the screens show for `CC(=O)Oc1ccc2c(OC(C)=O)coc2c1`?
Pf apPOL inh: -2; mHTT-CaM PPI inh: 8

How did CCc1nc(-c2ccc(C(=O)N3CCN(c4ccccc4)CC3)cc2)cs1 do in these assays?
Pf apPOL inh: -3; mHTT-CaM PPI inh: 10

How did CC(C)c1ccc(C#N)c(SCC(=O)Nc2ccc(C(=O)O)cc2)n1 do in these assays?
Pf apPOL inh: 2; mHTT-CaM PPI inh: -5

What do the screens show for `CC(=O)Nc1ccc(N2C(=O)CC(N3CCN(c4ccc([N+](=O)[O-])cc4)CC3)C2=O)cc1` (configuration not stated)?
Pf apPOL inh: 1; mHTT-CaM PPI inh: 15

What do the screens show for `CCCNC(=O)c1cc(S(=O)(=O)N2CCC3(CC2)OCCO3)ccc1F`?
Pf apPOL inh: -1; mHTT-CaM PPI inh: 1

How did O=C(C1CCC1)N1CCN(c2nc3c(s2)CC(C(=O)N2CCCC2)CC3)CC1 (configuration not stated) do in these assays?
Pf apPOL inh: 1; mHTT-CaM PPI inh: 5

Results for COCCC1CCN(C(=O)C(C)Oc2cccc(Cl)c2)CC1 (configuration not stated) ?
Pf apPOL inh: -2; mHTT-CaM PPI inh: -4

How did O=C(CCS(=O)(=O)c1ccc(Br)s1)Nc1ccc(Br)cc1F do in these assays?
Pf apPOL inh: -11; mHTT-CaM PPI inh: -2

Results for COCCNC(=O)C1CCCN(c2nccc(C)n2)C1 (configuration not stated) ?
Pf apPOL inh: -2; mHTT-CaM PPI inh: -10

What do the screens show for `NC(=O)c1ccc(NC2CCCCC2)c([N+](=O)[O-])c1`?
Pf apPOL inh: 4; mHTT-CaM PPI inh: 11

Results for Cc1cccc(CNS(=O)(=O)c2cc3n(c2)CCCNC3=O)c1 ?
Pf apPOL inh: -6; mHTT-CaM PPI inh: -3

Quoted from the entries so far, 11 compounds:
How did COc1cc(/C=C2/N=C(C3CCCCC3)OC2=O)cc(OC)c1OC do in these assays?
Pf apPOL inh: -4; mHTT-CaM PPI inh: 9

Results for CC(=O)NC1=NC(=O)/C(=C\c2ccc(F)cc2F)S1 ?
Pf apPOL inh: 8; mHTT-CaM PPI inh: -1

What do the screens show for `Cn1nc(-c2nc(Cc3ccccc3)no2)c2c1CCN(C(=O)c1ccc(C#N)cc1)C2`?
Pf apPOL inh: -2; mHTT-CaM PPI inh: 5

What do the screens show for `CC(=O)Oc1ccc2c(OC(C)=O)coc2c1`?
Pf apPOL inh: -2; mHTT-CaM PPI inh: 8

How did CCc1nc(-c2ccc(C(=O)N3CCN(c4ccccc4)CC3)cc2)cs1 do in these assays?
Pf apPOL inh: -3; mHTT-CaM PPI inh: 10

How did CC(C)c1ccc(C#N)c(SCC(=O)Nc2ccc(C(=O)O)cc2)n1 do in these assays?
Pf apPOL inh: 2; mHTT-CaM PPI inh: -5

What do the screens show for `CC(=O)Nc1ccc(N2C(=O)CC(N3CCN(c4ccc([N+](=O)[O-])cc4)CC3)C2=O)cc1` (configuration not stated)?
Pf apPOL inh: 1; mHTT-CaM PPI inh: 15

What do the screens show for `CCCNC(=O)c1cc(S(=O)(=O)N2CCC3(CC2)OCCO3)ccc1F`?
Pf apPOL inh: -1; mHTT-CaM PPI inh: 1

How did O=C(C1CCC1)N1CCN(c2nc3c(s2)CC(C(=O)N2CCCC2)CC3)CC1 (configuration not stated) do in these assays?
Pf apPOL inh: 1; mHTT-CaM PPI inh: 5

Results for COCCC1CCN(C(=O)C(C)Oc2cccc(Cl)c2)CC1 (configuration not stated) ?
Pf apPOL inh: -2; mHTT-CaM PPI inh: -4

How did O=C(CCS(=O)(=O)c1ccc(Br)s1)Nc1ccc(Br)cc1F do in these assays?
Pf apPOL inh: -11; mHTT-CaM PPI inh: -2

(cont.)
How did O=C(Nc1ccc(NC(=O)C(Cl)Cl)cc1)C(Cl)Cl do in these assays?
Pf apPOL inh: -2; mHTT-CaM PPI inh: 12

How did Cn1c(-c2ccc(F)cc2)csc1=Nc1ccccc1 do in these assays?
Pf apPOL inh: 18; mHTT-CaM PPI inh: 18

Results for COc1ccc(C2CC(c3ccccc3C)n3nnnc3N2)cc1 (configuration not stated) ?
Pf apPOL inh: -3; mHTT-CaM PPI inh: 12

How did CC(=O)NC1=NN(C(C)=O)C2(CCCc3ccccc32)S1 (configuration not stated) do in these assays?
Pf apPOL inh: -4; mHTT-CaM PPI inh: -1

What do the screens show for `CN(C)C(=O)c1cc2c(s1)CCC(C(=O)Nc1ccc(F)cc1F)C2` (configuration not stated)?
Pf apPOL inh: -6; mHTT-CaM PPI inh: 4
